# DDE Tn7 FP inh: disrupts Tn7 cyclic peptide binding to fibrin D-Dimer-E complex; P02675; FP displacement of FITC-Tn7 peptide from fibrin DD(E); 0% = median of compound wells per plate; inhibition, % at 8.3 µM; 0.13% of 370,000 active;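 active = inhibition above the mean of compounds falling within the control limits plus 3 SD of them, cut at about 14% in these data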;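 also: 0% = plate median of compound wells and 100% = 10 µM Aha-Tn7 peptide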
#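 System: human fibrin DD(E); quantity: Fibrin-DD(E) at 2 µM final; also added: fluorescent Tn7 probe at 0.1 µM; compound dosing: single nominal test concentration of 8.3 µM per compound; schedule: 10 min preincubation, 3 h with tracer, room temperature; detection: fluorescence polarization of the labelled Tn7 tracer; repeats: one replicate per compound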
# ASAP1 GAP inh: ASAP1 ArfGAP inhibition. Q9ULH1. ASAP1-stimulated ARF1 GTP hydrolysis, GDP FP detection. inhibition, % at 16.5 µM. 0.19% of 360,000 active; in the data active = inhibition above about 25%;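 also: 0% = vehicle with enzyme and substrate and 100% = no enzyme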
# sPLA2-III inh: Blocks human group III sPLA2 activity; QFRET BODIPY PC-A2 liposome hydrolysis, fluorescence; inhibition, % at 12.2 µM; 0.56% of 370,000 active; AID 743126;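 active = inhibition above mean plus 3 SD of compounds lying within the high and low control bounds, cut at about 19% in these data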;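 also: 0% = median of test compound wells and 100% = no enzyme DMSO wells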
# Tn6 DDE FP: inhibitors of Tn6 peptide binding to human fibrin DD(E); 0.21% of 370,000 active; P02675; inhibition, % at 8.3 µM; AID 720509; Fibrin DD(E) TRITC-Tn6 fluorescence polarization displacement;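 active = inhibition above a per-campaign cutoff: mean of compounds within control limits plus 3 SD, cut at about 15% in these data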;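 also: 0% = median of all compound wells on the plate and 100% = blocking peptide control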
# ARFGAP1 inhibitor: rat ARFGAP1 inhibition; Arfgap1-stimulated ARF1 GTP hydrolysis, GDP FP detection; inhibition, % at 16.5 µM; 0.26% of 360,000 active; AID 651572;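 active = inhibition above a per-plate limit, mean inhibition of low control wells plus 3 SD, cut at about 25% in these data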;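 also: 0% = DMSO wells with enzyme and 100% = wells lacking Arfgap1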
# Target sequence (Q62848 1-136 limits assumed): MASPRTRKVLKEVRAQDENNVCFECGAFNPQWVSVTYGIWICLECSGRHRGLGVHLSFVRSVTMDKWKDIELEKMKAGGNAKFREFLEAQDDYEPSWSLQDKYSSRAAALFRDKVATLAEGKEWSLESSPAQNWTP
#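 System: truncated rat Arfgap1 GAP domain / Benchmarks: high control wells lacking Arfgap1, low control full reaction with DMSO / Times: compound-enzyme preincubation 20 min, reaction 120 min, detection 60 min, 25 °C / Repeats: one replicate per compound / Also added: human ARF1(Δ1-17)-GTP substrate / Measured by: Tracer-displacement fluorescence polarization with EDTA stop, 620/688 nm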
# KLK7 zymogen act: activates the human kallikrein-7 zymogen; P49862; purified proKLK7, EDANS-DABCYL substrate fluorescence; 100% is mature enzyme control, 0% vehicle; activation, % at 7 µM; 0.9% of 370,000 active; AID 652039;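 active = activation above the mean of all tested compounds plus 3 SD, computed per campaign excluding outliers beyond control limits, cut at about 13% in these data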
# UHRF1 binding: blocks human UHRF1 binding to methylated DNA | 0.75% of 370,000 active | inhibition, % at 4.4 µM | Q96T88 | UHRF1 binding to methylated oligo, TR-FRET | AID 687016; in the data active = inhibition above about 21%;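 also: UHRF1 SRA domain binding a hemimethylated CpG hairpin DNA probe; 0% = median of test compound wells and 100% = reference inhibitor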
# Target sequence (Q96T88 whole entry, looked up, the tested form may be a part): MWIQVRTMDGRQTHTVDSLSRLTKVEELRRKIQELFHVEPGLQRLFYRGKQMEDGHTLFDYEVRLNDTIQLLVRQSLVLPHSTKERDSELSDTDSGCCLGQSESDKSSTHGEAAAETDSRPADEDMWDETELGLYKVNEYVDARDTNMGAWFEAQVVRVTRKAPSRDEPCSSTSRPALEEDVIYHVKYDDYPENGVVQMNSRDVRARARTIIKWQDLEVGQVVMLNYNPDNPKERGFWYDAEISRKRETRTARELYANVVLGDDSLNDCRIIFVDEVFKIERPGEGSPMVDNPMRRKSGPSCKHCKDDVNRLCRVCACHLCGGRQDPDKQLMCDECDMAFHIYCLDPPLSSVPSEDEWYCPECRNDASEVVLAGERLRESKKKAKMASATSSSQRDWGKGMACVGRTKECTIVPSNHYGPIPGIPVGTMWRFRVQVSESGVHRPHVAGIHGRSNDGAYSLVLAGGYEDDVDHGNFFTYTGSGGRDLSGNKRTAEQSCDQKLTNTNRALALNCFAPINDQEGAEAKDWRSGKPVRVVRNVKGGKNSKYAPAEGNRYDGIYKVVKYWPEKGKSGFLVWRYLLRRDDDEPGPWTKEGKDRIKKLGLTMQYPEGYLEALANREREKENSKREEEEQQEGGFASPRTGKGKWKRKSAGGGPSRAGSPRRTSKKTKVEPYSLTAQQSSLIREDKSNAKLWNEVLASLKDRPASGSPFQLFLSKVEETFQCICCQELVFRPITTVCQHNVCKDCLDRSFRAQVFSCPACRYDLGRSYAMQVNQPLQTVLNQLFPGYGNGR
# Rev-erbA mod: modulates human Rev-erb alpha binding to DNA | activity, % at 10 µM | P20393 | Rev-erbα–FITC-DNA binding, fluorescence polarization, 90 min | 0.79% of 370,000 active;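 active = activity above about 14%, limit read from the data; passing the limit was not always enough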;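 also: 0% = DMSO wells with 35 nM protein and 100% = DMSO wells with 750 nM protein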
# PLC-beta3 inh: PLC-beta3 (human) inhibition, primary screen; Purified PLC-beta3, fluorogenic substrate, fluorescence; inhibition, % at 12.2 µM; 0.18% of 370,000 active; in the data active = inhibition above about 11%;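 also: 0% = median of compound wells on plate and 100% = full blocker control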
# PLC-gamma1 inh: blocks human PLC-gamma1 enzyme activity | purified PLC-gamma1, fluorogenic substrate, fluorescence | inhibition, % at 12.2 µM | 0.84% of 370,000 active; in the data active = inhibition above about 9.5%
# The depositor's hits bear a star; i = inactive; · = not tested or not shown.
cpd	DDE Tn7 FP inh	ASAP1 GAP inh	sPLA2-III inh	Tn6 DDE FP	ARFGAP1 inhibitor	KLK7 zymogen act	UHRF1 binding	Rev-erbA mod	PLC-beta3 inh	PLC-gamma1 inh	Molecule
1	-5	7	-4	-6	14	-0.3	0	83*	2	0	COc1ccc(-n2c(SCC(=O)Nc3cc(C)on3)nc3c([nH]c4ccccc43)c2=O)cc1
2	0	·	-31	-9	·	0.9	1	0	-10	0	CCc1ccc(CCNC(=O)OCCCN2CCC3(CCC(c4ccccc4)CC3)C2=O)cc1 (centres undefined)
3	-3	-1	-1	3	-6	0.5	2	3	3	5	CC(CN1CCCC1)OC(=O)c1ccc(Br)cc1 (centres undefined)
4	0	-13	-6	-5	3	0.8	-1	9	-3	2	COc1ccc(C2NC(=O)NC(C)=C2C(=O)OC2CCCCC2)cc1OC (centres undefined)
5	-3	8	-3	3	10	0.8	1	-1	-1	-1	CC1(Cc2ccccc2C#N)C(=O)Nc2cc(-c3ccccc3Cl)ccc21 (centres undefined)
6	-3	-10	-6	2	1	0.2	-3	-4	-5	-1	Cc1ccc(CS(=O)(=O)Cc2ccc(C(=O)NC3CCCCCC3)o2)cc1
7	-1	-2	-30	-4	-4	0.4	-1	-4	-5	-2	Cc1ccc(NS(=O)(=O)c2cc(Br)cnc2N)cc1C
8	-4	0	0	-6	-6	0.2	-1	-2	0	-2	O=C(c1ccccc1[N+](=O)[O-])N1CCC(Cc2ccccc2)CC1
9	-2	1	-6	1	7	-0.2	-2	3	2	4	CC(=O)NC(Cc1ccccc1)c1ccc2c(c1)OCCCO2 (centres undefined)
10	1	6	-3	-4	-3	0.5	-1	-1	-3	4	CCOC(=O)Cc1csc(NC(=O)Cc2ccc(C)cc2)n1
11	3	-5	-20	-1	11	0.7	-3	3	-6	-2	CCc1ccccc1NC(=O)c1cccc(NC(=O)/C=C/c2ccco2)c1
12	5	10	-2	-8	1	0.1	2	5	-4	2	Cc1cc(-c2ccc(C)c(S(=O)(=O)N3CCN(c4ccccn4)CC3)c2)on1
13	-4	-5	-4	-2	4	0.3	-1	2	1	-2	CCCCN=CC1=C(O)CC(c2ccccc2)CC1=O (centres undefined)
14	1	·	-43	3	·	0.1	0	2	-1	2	COc1ccc(-n2c(COc3ccccc3)nnc2SCC(=O)Nc2ccc3c(c2)OCCO3)cc1
15	-1	5	6	-3	2	-0.3	5	-4	-3	-4	COc1ccc(CC(=O)Nc2ccccc2C(=O)NCCc2ccccc2)cc1
16	2	-2	-6	-11	8	0.4	1	6	-17	-10	Cc1cc2nc(C(C)(C)C)cc(N)n2n1
17	1	-6	-5	4	1	0.8	-3	0	2	4	CCOc1ccccc1CN(CCc1ccc2c(c1)OCO2)Cc1ccccn1
18	-6	-5	5	1	2	-0.1	0	-5	5	-1	CC(C)C[C@H]1COc2cccc(NCCO)c2S(=O)(=O)N1
19	2	11	5	-5	8	-0.4	6	-5	0	-1	Cn1c(SCCCC(=O)c2ccccc2)nnc1-c1ccncc1
20	2	·	-14	2	·	·	-2	2	2	-1	CCCC1CCC2(CC1)CCC2OC(=O)Nc1cc(C)cc(C)c1 (centres undefined)
21	0	-3	-2	2	-3	-0.1	0	-2	3	2	CCOC(=O)c1c(NC(N)=O)nc2n1CCC2
22	-1	7	5	8	1	-3.0	-1	-2	-17	-11	Cc1ccc2nc(-c3ccccc3NC(=O)CCC(=O)O)c(=O)[nH]c2c1
23	4	10	-8	-6	15	-0.5	-1	1	0	0	O=C(Nc1nc(-c2ccncc2)cs1)C1COc2ccccc2O1 (centres undefined)
24	0	-4	0	5	3	0.6	0	-3	1	-2	COc1cc(-c2nnc(SCC(=O)N(C)C3CCS(=O)(=O)C3)o2)cc(OC)c1OC (centres undefined)
25	0	8	4	0	1	-0.9	1	6	2	2	OCCC1CN(Cc2ccncc2)CCN1C1CCCC1 (centres undefined)
26	-4	13	-2	-2	4	0.1	-5	·	7	3	CCOC(=O)C1CCCN(C(=O)CN2C(=O)COc3ccc(C(C)(C)C)cc32)C1 (centres undefined)
27	12	10	2	8	-6	-0.8	0	2	1	-1	O=Cc1c(NCc2ccccc2Cl)c2ccccc2[nH]c1=O
28	5	7	-3	0	12	-2.7	23*	-3	-46	-33	COC(=O)c1ccc2nc(-c3ccc(F)cc3)c(Cc3ccc(C)cc3)n2c1
29	-1	·	-4	-4	·	-45	1	-5	-251	-185	C=CC[C@@]1(c2ccc(Br)cc2OC)Oc2ccccc2-c2nccnc21
30	-3	-12	-21	-13	-2	0.1	-1	5	1	4	COCCNC(=O)C1(C)CCCN(C(=O)c2ccccc2C(F)(F)F)C1 (centres undefined)
31	4	-11	-9	8	-2	0.6	5	-9	-15	-7	CSc1nc(-c2cccs2)c(C#N)c(=O)[nH]1
32	5	-9	-1	6	-11	-0.5	-2	-3	1	-2	Cc1ccc([C@@H]2CC(=O)[C@@H]3CN(S(=O)(=O)c4ccc(C)cc4)[C@H](c4ccccc4)C[C@@H]3N2S(=O)(=O)c2ccc(Cl)cc2)cc1
33	-1	-5	-1	4	-3	-0.2	-1	-6	2	-2	Cc1c(NC(=O)COC(=O)c2c3c(nc4ccccc24)CCCC3)c(=O)n(-c2ccccc2)n1C
34	-5	-8	1	0	-3	0.5	2	-4	-7	1	O=C(NCc1ccccc1Cl)C(=O)NCC1OCCCN1S(=O)(=O)c1cccs1 (centres undefined)
35	3	-14	-1	1	3	-0.1	-1	7	3	4	Cc1ccc2cc(CN(CC3CCCO3)C(=O)c3cccs3)c(=O)[nH]c2c1 (centres undefined)
36	7	·	4	0	·	-0.4	-4	1	2	1	O=C(CN1CCN(Cc2ccccc2)CC1)N/N=C\c1ccccc1[N+](=O)[O-]
37	11	-6	8	-2	3	-0.6	1	-8	-4	1	Cn1cnnc1SCC(=O)Nc1nc(-c2ccc(F)cc2)cs1
38	1	-7	-17	3	-4	0.6	5	0	-169	-115	Cc1cc(NCCCn2ccnc2)n2nc(C)c(-c3ccccc3)c2n1
39	0	1	2	-6	8	-0.2	1	1	4	2	COc1ccc(S(=O)(=O)NCc2cccnc2)cc1NC(=O)c1ccccc1
40	0	-14	4	-4	1	0.8	2	4	-5	8	Cc1cccc(C(=O)NCCC(=O)NCc2ccccc2Cl)c1

# Copied from above: compounds 1–2
cpd	DDE Tn7 FP inh	ASAP1 GAP inh	sPLA2-III inh	Tn6 DDE FP	ARFGAP1 inhibitor	KLK7 zymogen act	UHRF1 binding	Rev-erbA mod	PLC-beta3 inh	PLC-gamma1 inh	Molecule
1	-5	7	-4	-6	14	-0.3	0	83*	2	0	COc1ccc(-n2c(SCC(=O)Nc3cc(C)on3)nc3c([nH]c4ccccc43)c2=O)cc1
2	0	·	-31	-9	·	0.9	1	0	-10	0	CCc1ccc(CCNC(=O)OCCCN2CCC3(CCC(c4ccccc4)CC3)C2=O)cc1 (centres undefined)

# Additional structures follow:
cpd	DDE Tn7 FP inh	ASAP1 GAP inh	sPLA2-III inh	Tn6 DDE FP	ARFGAP1 inhibitor	KLK7 zymogen act	UHRF1 binding	Rev-erbA mod	PLC-beta3 inh	PLC-gamma1 inh	Molecule
41	3	-5	-13	2	6	0.4	-4	3	3	1	O=C(CN(c1ccccc1)S(=O)(=O)c1ccccc1)N1CCN(Cc2ccc3c(c2)OCO3)CC1
42	2	4	-5	-2	-7	0.2	-2	1	-4	-1	CC(=O)Oc1ccc(-c2csc(Nc3cccc(C)n3)n2)cc1
43	6	-9	-3	1	8	0.3	1	-1	-2	-2	CCOc1ccc(NC(=O)COC(=O)Cn2cnc3ccccc32)cc1
44	-3	-3	-11	0	2	-1.4	0	3	-17	-5	O=C(c1cc(Sc2ccc(Cl)cc2)nc2ccccc12)N1CCN(c2ccccn2)CC1
45	2	9	13	-2	18	-7.9	5	-6	i	i	NC(=O)COC(=O)c1cc(Cl)cc(Cl)c1N
46	3	-5	1	4	0	0.2	1	5	1	-1	CN(Cc1nc(-c2ccncc2)no1)S(=O)(=O)c1ccccc1
47	-1	8	7	-4	2	0.7	7	1	-10	-2	CC(C)(C)C(=O)Nc1ccc(NC(=O)C(C)(C)C)cc1
48	-1	21	-3	1	-2	-28	-1	3	-61	-48	CC(=O)COC(=O)c1cc(-c2ccc(C)cc2)nc2ccccc12
49	-1	12	8	5	-1	1.2	1	1	2	0	CCCc1nc(SCC(=O)Nc2ccccc2)c2c(=O)n(C)c(=O)n(C)c2n1
50	-3	-2	-9	3	-7	-0.8	-1	-7	-4	1	O=C(Cn1nc(-c2ccccc2)ccc1=O)Nc1ccc(N2CCN(C(=O)c3cccs3)CC2)cc1
51	-1	12	8	1	2	-0.1	-4	-5	1	-1	CC1S/C(=N/N=C/c2ccco2)NC1=O (centres undefined)
52	1	-8	6	3	5	0.7	0	1	-26	-18	COCC(=O)N(C)[C@H]1C[C@H]2c3cc(N4CCN(C)CC4)ccc3CCN2C(=O)[C@H]1[C@H](C)O
53	1	-9	6	0	15	-0.3	0	1	4	3	CCOc1cc2[nH]c(=S)n(CCOC)c(=O)c2cc1OCC
54	2	-7	-15	14	-7	0.2	-6	2	-79	-64	CCCS(=O)(=O)c1cn2cccc(N)c2c1S(=O)(=O)CCC

# Entries shown so far that have an aryl methoxy group, in the order listed:
cpd	DDE Tn7 FP inh	ASAP1 GAP inh	sPLA2-III inh	Tn6 DDE FP	ARFGAP1 inhibitor	KLK7 zymogen act	UHRF1 binding	Rev-erbA mod	PLC-beta3 inh	PLC-gamma1 inh	Molecule
1	-5	7	-4	-6	14	-0.3	0	83*	2	0	COc1ccc(-n2c(SCC(=O)Nc3cc(C)on3)nc3c([nH]c4ccccc43)c2=O)cc1
4	0	-13	-6	-5	3	0.8	-1	9	-3	2	COc1ccc(C2NC(=O)NC(C)=C2C(=O)OC2CCCCC2)cc1OC (centres undefined)
14	1	·	-43	3	·	0.1	0	2	-1	2	COc1ccc(-n2c(COc3ccccc3)nnc2SCC(=O)Nc2ccc3c(c2)OCCO3)cc1
15	-1	5	6	-3	2	-0.3	5	-4	-3	-4	COc1ccc(CC(=O)Nc2ccccc2C(=O)NCCc2ccccc2)cc1
24	0	-4	0	5	3	0.6	0	-3	1	-2	COc1cc(-c2nnc(SCC(=O)N(C)C3CCS(=O)(=O)C3)o2)cc(OC)c1OC (centres undefined)
29	-1	·	-4	-4	·	-45	1	-5	-251	-185	C=CC[C@@]1(c2ccc(Br)cc2OC)Oc2ccccc2-c2nccnc21
39	0	1	2	-6	8	-0.2	1	1	4	2	COc1ccc(S(=O)(=O)NCc2cccnc2)cc1NC(=O)c1ccccc1
